Assay outcomes: PubChem, Sanford-Burnham Center for Chemical Genomics
Jurkat NFkB inh = lowers PMA/ionomycin-induced NF-kB signal in Jurkat cells; PMA/ionomycin-induced NF-kB luciferase reporter, luminescence; inhibition, % at 4 µM; hit rate 0.53% among 330,000; AID 435003; in the data active = inhibition above about 50%
CXCR6 block = blocks human CXCR6 beta-arrestin recruitment; CHO-K1 PathHunter CXCR6 beta-arrestin, luminescence; O00574; AID 602244; inhibition, % at 20 µM; hit rate 0.36% among 360,000; in the data active = inhibition above about 34%, passing the limit was not always enough;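 also: antagonist mode with CXCL16 agonist at 10 nM final; 0% = 10 nM CXCL16 with DMSO and 100% = unstimulated wells without agonist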
UBC13 polyUb = blocks human UBC13 polyubiquitin chain formation; P61088; TR-FRET; inhibition, % at 20 µM; hit rate 0.47% among 330,000; AID 485273; in the data active = inhibition above about 45%, passing the limit was not always enough
Target sequence (P61088 whole entry, looked up): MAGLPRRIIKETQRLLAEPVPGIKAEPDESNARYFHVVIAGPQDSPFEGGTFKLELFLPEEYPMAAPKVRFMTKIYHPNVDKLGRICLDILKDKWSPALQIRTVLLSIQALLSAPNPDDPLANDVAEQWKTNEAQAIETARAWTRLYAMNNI
CCR6 antag = CCR6 (human) receptor antagonism; P51684; CHO-K1 CCR6 PathHunter beta-arrestin, luminescence, CCL20-stimulated; inhibition, % at 20 µM; hit rate 0.49% among 340,000; AID 493098;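 active = compounds whose inhibition of the agonist-driven luminescence signal at 20 µM reaches about 50%, limit read from the data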;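 also: cells stimulated with CCL20 at 14 nM final; plate controls were DMSO with CCL20 for no effect and DMSO without agonist for full effect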
Target sequence (P51684 whole entry, looked up): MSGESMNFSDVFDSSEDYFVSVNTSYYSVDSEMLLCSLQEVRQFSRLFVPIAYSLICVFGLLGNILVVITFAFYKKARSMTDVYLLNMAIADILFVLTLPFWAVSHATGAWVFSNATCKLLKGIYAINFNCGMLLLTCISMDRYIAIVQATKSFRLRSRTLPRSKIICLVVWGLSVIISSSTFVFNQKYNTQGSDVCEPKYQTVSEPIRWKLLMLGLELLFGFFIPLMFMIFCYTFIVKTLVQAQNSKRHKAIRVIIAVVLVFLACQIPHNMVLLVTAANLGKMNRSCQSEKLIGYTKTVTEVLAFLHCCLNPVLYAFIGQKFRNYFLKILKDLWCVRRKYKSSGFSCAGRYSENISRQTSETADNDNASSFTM
APJ antagonist = APJ receptor antagonism | P35414 | CHO-K1 APJ beta-arrestin complementation, luminescence | inhibition, % at 20 µM | hit rate 0.32% among 330,000;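 active = inhibition above about 40% at 20 µM, limit read from the data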;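 also: cells challenged with 10 nM apelin-13 agonist together with compound; plate controls were apelin-13 plus DMSO wells for no effect and DMSO wells lacking apelin-13 for full effect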
EBI2 antag = blocks human EBI2 receptor beta-arrestin signaling; EBI2 beta-arrestin recruitment, luminescence, 7a,25-OHC stimulated; hit rate 0.81% among 360,000; inhibition, % at 5 µM; AID 651636; in the data active = inhibition above about 38%;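 also: enzyme fragment complementation signal reports receptor beta-arrestin coupling in cells; 0% = agonist plus DMSO wells and 100% = wells without agonist; some results beyond the cut were filed as inactive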
Target sequence (P32249 whole entry, looked up, the tested form may be a part): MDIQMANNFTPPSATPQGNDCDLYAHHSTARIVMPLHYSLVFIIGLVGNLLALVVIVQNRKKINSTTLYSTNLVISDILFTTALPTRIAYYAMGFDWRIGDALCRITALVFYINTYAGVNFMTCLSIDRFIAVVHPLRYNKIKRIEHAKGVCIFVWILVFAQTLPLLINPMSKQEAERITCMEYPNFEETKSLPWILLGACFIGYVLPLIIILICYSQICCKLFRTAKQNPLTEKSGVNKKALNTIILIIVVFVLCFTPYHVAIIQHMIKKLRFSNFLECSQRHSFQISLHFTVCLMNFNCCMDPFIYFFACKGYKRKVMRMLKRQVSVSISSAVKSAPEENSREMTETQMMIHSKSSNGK
Gli-Sufu block = Gli-Sufu pathway antagonism. Sufu-KO-LIGHT fibroblasts, Gli luciferase reporter luminescence. inhibition, % at 5 µM. hit rate 0.74% among 340,000. AID 588413;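 active = inhibition above about 55%, limit read from the data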;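 also: 0% = DMSO-treated cells and 100% = wells with medium but no cells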
697 NFkB inh = inhibitors of the PMA/ionomycin-induced NF-kB reporter in 697 B cells; 697 B-cell NF-kB luciferase reporter, 16 h; inhibition, % at 4 µM; hit rate 0.33% among 330,000; in the data active = inhibition above about 35%
Starred values were filed as active, the others as inactive; · = no result given. Outcome played no part in choosing rows; overall some 3% were active at least once.

SMILES	Jurkat NFkB inh	CXCR6 block	UBC13 polyUb	CCR6 antag	APJ antagonist	EBI2 antag	Gli-Sufu block	697 NFkB inh
CCOC(=O)c1cccc2c(=O)c(C(=O)c3ccc(Cl)cc3)c(C(=O)OC)[nH]c12	7	-5	-1	-14	-1	2	-3	10
CC1(C)CC(=O)c2cn3nc(C(F)(F)F)nc3nc2C1	8	9	-2	11	9	2	8	-3
Oc1ccccc1C(=S)N1CCN(c2cccc(Cl)c2)CC1	9	9	4	16	-21	-18	25	13
Cc1ccc(S(=O)(=O)Nc2ccccc2C(=O)Nc2nc(-c3ccc(F)cc3)cs2)cc1	8	-4	-1	3	-14	-8	77*	-25
O=C(c1ccccc1)c1cccc(NC(=O)c2ccco2)c1	-32	6	-3	-5	1	-3	-1	-44
CCOc1cc(N2CCOCC2)c(OCC)cc1NC(=S)NCCCOC	-4	-3	-13	6	1	-1	-3	5
CCc1ccc2c(c1)Sc1ccccc1CC2N1CCN(C)CC1 (centres undefined)	11	-2	14	18	29	-14	7	-3
Cc1ccc(OCC(=O)N(Cc2ccccc2)C(C)C)c([N+](=O)[O-])n1	-7	8	0	-19	9	-3	-6	-5
COC(=O)CN1C(=O)[C@@H]2[C@H](C1=O)[C@@H]1CC(C(=O)OC)=C[C@@H](C(=O)OC)[C@@H]3C1=C(C(=O)[C@]3(C)NC(=O)c1ccccc1)[C@@H]2C	13	0	0	4	-7	2	-2	14
CCCN1CCN(CCNC(=O)Nc2ccccc2Cl)CC1	-26	-7	3	4	-4	-4	9	3
COc1ccc(-c2nn(-c3ccccc3)cc2/C=N/NS(=O)(=O)c2ccccc2)cc1	-11	4	-6	20	-10	1	15	-23
COc1ccc(-n2c(C)cc(/C=C3/SC(=S)N(C)C3=O)c2C)cc1	·	6	·	12	·	18	0	·
Cc1ccc(C(=O)N(CN2CCCC2=O)c2ccccc2)cc1	5	-4	8	16	-14	-12	1	7
C=C(C)CNC(=S)N1CCNC(=O)C1CC(=O)OC (centres undefined)	10	-4	14	3	2	-5	-4	6
COc1cccc(NC(=O)CSc2ncc(S(=O)(=O)c3ccccc3)c(=O)[nH]2)c1	-1	0	-6	9	20	4	-11	-3
COc1ccc(Nc2nc(N)nc(COc3ccc(OC)cc3)n2)cc1	-28	-5	-4	-3	4	11	-6	-21
COc1cccc(C(O)c2nc3ccccc3n2C)c1 (centres undefined)	-3	-12	11	9	5	5	-7	8
COc1ccc(/C=C/C(=O)c2ccccc2O)cc1	-71	2	12	10	17	22	-32	-59
COc1ccc(Nc2nc(-c3ccccc3)c3ccccc3n2)cc1	6	4	-5	13	18	21	-2	15
Cc1ccc(C=Nc2ccccc2C(N)=O)cc1	7	-8	17	-16	11	7	-10	-82
Nc1ccccc1C(=O)N1O[C@@H]2C=C[C@H]1CC2	·	-3	·	19	·	-12	1	9
CC(C)Nc1nc(NC(C)(C)C)nc(Oc2ccc(=O)n(-c3ccccc3)n2)n1	10	0	9	-12	17	3	-34	15
COCCCNc1nc2ccccc2nc1NS(=O)(=O)c1ccc(Cl)cc1	3	2	5	-5	4	-8	6	5
COn1c(=S)[nH]c2ccccc2c1=O	10	1	10	4	-9	-1	-1	10
CCOC(=O)C1=C(COC(=O)C2CC(=O)N(c3ccc(C)cc3)C2)NC(=O)NC1C (centres undefined)	0	-3	-2	8	19	-6	-4	24
Next section.
SMILES	Jurkat NFkB inh	CXCR6 block	UBC13 polyUb	CCR6 antag	APJ antagonist	EBI2 antag	Gli-Sufu block	697 NFkB inh
O=C(NCc1ccccn1)c1cccc(S(=O)(=O)Nc2ccccc2Cl)c1	-12	3	-3	6	-16	-1	0	-2
COc1ccc(C(C)=O)cc1COC(=O)C(CO)NS(=O)(=O)c1ccc(Br)cc1 (centres undefined)	3	-1	-8	14	-2	-13	3	9
CCOc1ccc(N2CC(O)=C(c3ccccc3)C2=N)cc1	13	0	4	-6	-10	17	3	19
Cc1ccc(SCc2noc(C(=O)NCC3CCCO3)c2C(=O)O)cc1C (centres undefined)	-1	-2	-13	0	-6	-10	-8	-16
O=C(COc1ccc(Cl)cc1Cl)Nc1ccc2nc3n(c(=O)c2c1)CCCC3	-15	5	11	8	-7	12	30	4
CC(=O)Nc1ccc(-c2cc(N)n(-c3ccccc3)n2)cc1	-88	-4	5	1	-8	-7	-73	-69
Cc1ccc(C(=O)C[n+]2cccc(C(N)=O)c2)cc1	7	7	-5	1	15	-1	-8	-20
CCCCOc1ccc(C(=O)NCC(=O)NC2CCC(C)CC2)cc1 (centres undefined)	4	11	-13	12	12	7	-7	6
CCO[C@H]1OC(C(=O)Nc2ccccc2)=C[C@@H](c2ccc(C(F)(F)F)cc2)[C@@H]1CCCO	2	2	17	11	-13	1	7	-4
O=C(CN1C(=O)NC2(CCCc3ccccc32)C1=O)Nc1ccccc1OC(F)F (centres undefined)	5	1	6	12	-6	-4	-1	11
CCCN1/C(=C2/SC(=S)N(CC)C2=O)C=Cc2ccccc21	1	34	-252	54*	37	3	11	-5
O=C(Cc1ccccc1)NCCSC1CCCCC1	-12	-6	0	11	8	-7	-18	1
CC(c1cc2ccccc2s1)N(O)C(N)=O (centres undefined)	-1	·	6	·	-24	·	·	-4
c1ccc(-c2cccs2)nc1	-7	1	2	2	6	-8	-2	13
O=C1CCc2ccc(NS(=O)(=O)c3ccc(F)cc3)cc2N1	7	3	7	3	0	-3	8	19
CCOc1ccc(N2C(=O)Nc3ccccc3C2(O)C(=O)N2CCN(c3ccccn3)CC2)cc1 (centres undefined)	9	-4	-5	13	-2	-12	-11	20
CC(=O)N[C@@H](C)c1nc2ccccc2n1CCNC(=O)[C@H]1CCCN1c1nc(CN2CCCCC2)cs1	2	·	19	·	0	·	·	8
COc1ccccc1C(=O)NC(=O)COC(=O)c1ccc([N+](=O)[O-])cc1	8	-16	-11	-10	-100	-13	-6	11
COC(=O)C1=C(C)N(Cc2ccccc2)C(=S)N[C@H]1c1cccc(C(F)(F)F)c1	-32	-6	5	15	-1	35	-5	-69
CCCCN1CCNC[C@H]1Cc1ccc(O)cc1	-3	-8	-1	-7	0	-12	-1	26
N#C/C(=C\c1c(N2CCOCC2)nc2ccccn2c1=O)C(=O)NC1CCS(=O)(=O)C1 (centres undefined)	11	-7	10	10	7	-1	-4	29
CC(=O)O[C@H]1CC(C)(C)C(=C=C/C(C)=C/C=C/C(C)=C/C=C/C=C(C)/C=C/C=C(\C)C(=O)C[C@@]23O[C@]2(C)C[C@@H](O)CC3(C)C)[C@](C)(O)C1	14	·	-86	9	11	·	1	-1
COc1ccc(N(CC(=O)NCCSCc2c(F)cccc2Cl)S(C)(=O)=O)cc1OC	-8	-2	0	8	12	-7	4	-19
CC(Sc1nnc(Nc2ccccc2)s1)C(=O)Nc1nc(-c2ccccc2)cs1 (centres undefined)	-37	-5	-2	16	0	6	-13	-22
N#Cc1c(N)oc(-c2ccco2)c1-c1ccco1	9	-20	12	-15	-25	-15	3	6
The list continues:
SMILES	Jurkat NFkB inh	CXCR6 block	UBC13 polyUb	CCR6 antag	APJ antagonist	EBI2 antag	Gli-Sufu block	697 NFkB inh
O=C(Nc1ccc(C(=O)N2CCOCC2)cc1)c1ccc([N+](=O)[O-])cc1	14	-9	4	-22	4	-5	-7	4
Cc1cc(C)c(OCCOCCN(C)C)c(Br)c1	-9	-2	0	17	-4	-2	5	-22
Cc1ccccc1OCCN1C(=O)NC2(CCc3ccccc32)C1=O (centres undefined)	-4	1	-8	11	-2	2	-19	-14
CSc1nnc(NC(=O)c2ccc(S(=O)(=O)N(C)C)cc2)s1	-44	-5	-4	0	8	-9	-41	-85
COc1cc(C(=O)OCC(=O)NCCC2=CCCCC2)ccc1OCC(C)C	14	-3	4	13	10	2	8	18
Cc1cc(NC(=O)CSc2nnc(NC(=O)C3CC(=O)N(c4ccccc4C)C3)s2)no1 (centres undefined)	4	-9	8	3	-5	-1	7	0
CSCCC(NS(=O)(=O)c1ccccc1F)C(=O)NCC(c1ccc(F)cc1)N1CCOCC1 (centres undefined)	-7	1	0	5	-24	-6	-5	-1
CCCCNC(=O)C(=O)N/N=C/c1ccc(OCc2ccccc2)cc1	-14	-2	-4	7	-10	-8	-21	18
COc1ccc(NC(=O)NCc2cccnc2)c(OC)c1	12	3	-5	12	-2	4	-4	-16
CC1=CN2C(=N)/C(=C\c3cn(CCCOc4ccccc4)c4ccccc34)C(=O)N=C2S1	-2	14	-23	29	16	6	5	-9
CC(C(=O)c1ccc(-c2ccccc2)cc1)[n+]1cccc(Br)c1 (centres undefined)	2	3	15	1	1	2	19	17
COc1ccc(C(=O)Nc2ccccn2)cc1	-12	6	-6	4	-4	-8	0	-24
CCCCCc1ccc(C(=O)CCCC)c(=S)[nH]1	-9	13	11	2	11	3	5	-5
CCOc1ccc2c(c1)C(c1ccccc1)=NNC(c1ccccc1)=N2	-11	9	2	8	-17	1	0	-10
O=C(O)C1=C(C(=O)Nc2cccc(C(F)(F)F)c2)CCCC1	5	4	-4	8	-10	2	-7	-15
COc1ccc(CCN(C)C(=O)C2CCN(Cc3ccccc3)CC2)cc1OC	-5	1	6	0	8	-4	10	9
Cc1ccc(OCC(=O)Nc2ccc(CN3CCOCC3)cc2)cc1	12	-6	6	6	-14	4	10	12
C[C@H](CO)N1C[C@H](C)[C@@H](CN(C)S(C)(=O)=O)Oc2ccc(NC(=O)CCN3CCOCC3)cc2C1=O	-1	4	0	9	9	-5	8	4
COc1ccccc1CCNC(=O)C(=O)NCC1OCCN1C(=O)c1ccc(Cl)cc1 (centres undefined)	7	-9	-1	-3	1	6	11	12
Cn1cc(C(=O)NCCc2ccccc2)c(=O)c2cc(S(=O)(=O)N3CCOCC3)ccc21	·	8	·	13	·	0	0	·
CC(C)Oc1ccc(/C=C(/NC(=O)c2ccccc2)C(=O)NC(Cc2ccccc2)C(=O)O)cc1 (centres undefined)	-7	-3	-16	-5	-11	-5	4	4
O=C(CSc1nc2cc(Cl)ccc2s1)c1ccco1	-11	0	-10	11	9	-6	-16	-32
O=C1C=C(Nc2ccc(F)cc2)c2ccccc2C1=O	16	3	-256	16	-10	-20	2	11
Cc1ccc(C)c(NC(=O)CN(C)C(=O)c2ccc3c(=O)n4c(nc3c2)CCC4)c1	5	-2	5	8	5	-5	-2	15
CCC/C=N/NC(=O)c1ccccc1O	0	-2	12	-6	1	3	-15	17
More results follow.
SMILES	Jurkat NFkB inh	CXCR6 block	UBC13 polyUb	CCR6 antag	APJ antagonist	EBI2 antag	Gli-Sufu block	697 NFkB inh
O=C(Nc1ccc(Cl)cn1)c1ccc2c(Cl)c3c(nc2c1)CCC3	-157	-6	5	0	9	9	·	-168
CCn1c(SCC(=O)N2CCc3ccccc3C2)nc2c1c(=O)n(C)c(=O)n2C	2	2	22	0	-12	11	-3	17
CCO[C@@H]1OC(C(=O)N2CCOCC2)=C[C@H](c2ccccc2)[C@H]1CCCO	1	5	-4	1	-12	-4	-7	9
COc1ccccc1NC(=S)N(Cc1cccnc1)Cc1ccccc1Cl	2	-3	22	17	6	2	4	0
Cc1ccc(C(=O)NC(=S)NCCN2CCOCC2)cc1	-2	4	7	2	0	1	-9	-7
CCCCN1C(=O)c2ccc(C(=O)NCc3ccco3)cc2C1=O	4	-5	-1	7	-2	1	-4	-20
CS(=O)(=O)Nc1ccccc1C(=O)Nc1ccccc1Cl	-2	-7	4	-3	5	-14	8	-12
O=C(CC(c1ccccc1)C1CCCCC1=O)c1ccccc1 (centres undefined)	·	12	·	22	·	16	0	·
O=C1c2ccccc2NC(c2cccs2)N1O (centres undefined)	-5	1	-4	-4	17	3	2	-7
CCCC(=O)OC/C(O)=C(\C#N)c1nc2ccccc2[nH]1	5	2	-10	8	6	-5	0	16

Profiles from above. Order of values: Jurkat NFkB inh | CXCR6 block | UBC13 polyUb | CCR6 antag | APJ antagonist | EBI2 antag | Gli-Sufu block | 697 NFkB inh
CCn1c(SCC(=O)N2CCc3ccccc3C2)nc2c1c(=O)n(C)c(=O)n2C is listed with 2 | 2 | 22 | 0 | -12 | 11 | -3 | 17
O=C(CC(c1ccccc1)C1CCCCC1=O)c1ccccc1 (centres undefined) is listed with · | 12 | · | 22 | · | 16 | 0 | ·
